TEAD-YAP block: TEAD-YAP interaction inhibition, primary screen, TEAD-YAP interaction inhibitor project, luminescence, HEK-TIYL cells; TEAD-Gal4/YAP UAS-luciferase luminescence; inhibition, % at 9.12 µM; 1.4% of 640,000 active; in the data active = inhibition above about 32%;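 note: 0% = median of test compound wells and 100% = reference inhibitor wells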
GPR151 ag: activators of human GPR151, primary screen, cell-based, PathHunter beta-arrestin, luminescence | PathHunter beta-arrestin GPR151 cells | AID 1508602, 2020 | 1% of 650,000 active | activation, % at 11.2 µM | G-protein coupled receptor 151 (Homo sapiens), Q8TDV0; in the data active = activation above about 4.9%;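 note: 0% = median of compound wells and 100% = cells with positive control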
Target sequence (Q8TDV0 whole entry, looked up): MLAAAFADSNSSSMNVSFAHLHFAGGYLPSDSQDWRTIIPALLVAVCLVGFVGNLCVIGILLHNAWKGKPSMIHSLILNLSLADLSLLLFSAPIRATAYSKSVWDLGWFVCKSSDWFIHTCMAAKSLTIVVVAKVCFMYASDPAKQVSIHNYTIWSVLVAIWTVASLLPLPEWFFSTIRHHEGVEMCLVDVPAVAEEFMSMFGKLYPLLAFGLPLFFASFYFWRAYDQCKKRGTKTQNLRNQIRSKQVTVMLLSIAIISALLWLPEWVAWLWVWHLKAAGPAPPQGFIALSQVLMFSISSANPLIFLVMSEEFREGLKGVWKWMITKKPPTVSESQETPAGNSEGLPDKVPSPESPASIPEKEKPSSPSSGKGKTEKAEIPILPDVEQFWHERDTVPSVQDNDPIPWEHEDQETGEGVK
FBW7 activator: FBW7 E3 ligase activators, primary screen, biochemical, AlphaScreen, human. normalized activity (activation), % at 26.1 µM. AlphaScreen FBW7–phospho-cyclin E peptide binding, activator screen. 0.13% of 650,000 active. F-box/WD repeat-containing protein 7 (Homo sapiens), Q969H0; in the data active = normalized activity above about 1.9%;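 note: purified mutant Fbw7 with reduced substrate affinity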
MITF primary: MITF inhibitors, primary screen, biochemical, AlphaScreen, human; 0.91% of 650,000 active; inhibition, % at 2.6 µM; AID 1259374, 2018; Microphthalmia-associated transcription factor (Homo sapiens), O75030; AlphaScreen MITF homodimerization, bead proximity signal; in the data active = inhibition above about 50%;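 note: 0% = vehicle wells with protein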
Target sequence (O75030 whole entry, looked up): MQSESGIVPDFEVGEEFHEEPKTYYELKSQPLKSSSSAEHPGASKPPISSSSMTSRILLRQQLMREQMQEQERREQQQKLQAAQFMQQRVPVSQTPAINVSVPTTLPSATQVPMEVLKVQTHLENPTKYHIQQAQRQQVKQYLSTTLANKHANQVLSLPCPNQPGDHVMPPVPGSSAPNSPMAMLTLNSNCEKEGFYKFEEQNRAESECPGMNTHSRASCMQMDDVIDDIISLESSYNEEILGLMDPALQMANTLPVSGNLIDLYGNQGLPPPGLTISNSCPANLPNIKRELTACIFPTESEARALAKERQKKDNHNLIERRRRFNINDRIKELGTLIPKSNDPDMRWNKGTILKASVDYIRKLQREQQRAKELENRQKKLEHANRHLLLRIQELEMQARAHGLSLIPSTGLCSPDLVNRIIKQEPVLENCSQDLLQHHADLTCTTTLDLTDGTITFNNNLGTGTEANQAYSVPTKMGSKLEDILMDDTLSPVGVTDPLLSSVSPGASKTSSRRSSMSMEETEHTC
* = called active by the depositor; . = no result given.

SMILES	TEAD-YAP block	GPR151 ag	FBW7 activator	MITF primary
CCN1CCN(C(=O)C2CC(c3ccc(Cl)cc3)=NO2)CC1 (stereo unspecified)	1.6	0.2	0.1	2.5
CC1(C)CC(=O)c2cn(-c3ccc(Cl)c(Cl)c3)c(=N)c(C#N)c2C1	-3.0	-0.4	-0.1	-2.3
Cc1ccc(-c2nnc(CCC(=O)NCC3OCCc4ccccc43)o2)s1 (stereo unspecified)	-2.8	-0.9	0.1	11.0
COc1cc(C(=O)O/N=C(\N)c2ccc(Br)cc2)cc(OC)c1OC	-0.1	6.6*	0.3	12.9
CCC(C(=O)Nc1ccccc1OC)n1c(C(=O)OC)cc2ccsc21 (stereo unspecified)	6.2	-0.8	1.5	6.1
COc1ccccc1C1CN(CCNC(=O)c2cscn2)Cc2ccccc2O1 (stereo unspecified)	-1.4	-0.5	-0.1	4.2
COCCNc1nc2c(c(=O)[nH]c(=O)n2C)n1CCOC	-3.1	-0.7	0.0	0.2
COc1ccc(C2/C(=C(/O)c3ccc(Br)cc3)C(=O)C(=O)N2CCCCCC(=O)O)cc1 (stereo unspecified)	11.1	-0.1	0.4	7.9
COCCN(Cc1cc2cccc(C)c2[nH]c1=O)S(C)(=O)=O	6.4	2.8	0.1	7.4
Cc1ccc(S(=O)(=O)N2CCCC2CNC(=O)C(=O)NCC(C)C)cc1 (stereo unspecified)	2.7	4.0	0.7	15.6
CCOc1cccc(NC(=O)CN2C(=O)C3CCCN3C(=O)c3ccccc32)c1 (stereo unspecified)	8.6	-0.5	0.0	-5.8
COc1ccc(C2CC(C(F)(F)F)n3nc(C(=O)Nc4ccc5c(c4)CCC5)cc3N2)cc1OC (stereo unspecified)	-7.5	-0.1	-0.1	-2.8
CCCCCCC(=O)Nc1nnc(Cc2ccc(Cl)cc2Cl)s1	-3.9	-0.3	0.0	-13.9
O=C1CCC(CCC(=O)N2CCCC(C(=O)c3cccnc3)C2)(Cc2ccco2)N1 (stereo unspecified)	11.1	-0.4	0.0	9.9
O=C1NN=C(c2ccc(Br)cc2)CC1c1c[nH]c2ccccc12 (stereo unspecified)	3.5	0.1	-0.1	5.9
O=C1c2ccccc2C(=O)N1CCc1ncn[nH]1	-0.2	0.4	0.4	6.6
CCOc1cc(/C=N/NC(=O)C(O)c2ccccc2)ccc1O (stereo unspecified)	3.7	0.9	0.0	12.1
CCOC(=O)c1sc(NC(=O)C2CC2c2ccccc2)c(C(=O)OCC)c1C (stereo unspecified)	-1.7	-0.2	-0.1	-3.1
S=c1cc(-c2ccccc2)oc(-c2ccccc2)c1	-25.6	-2.6	0.0	12.5
Cc1ccc(CN(Cc2ccco2)C(=O)c2ccco2)cc1	1.8	-0.5	-0.2	-2.5
C/C(=N\NC(=O)c1cc(Cl)ccc1O)c1ccco1	-19.7	-0.7	0.2	14.4
O=C(NCc1ccccc1)N1CCC(CN2CCCC2)CC1	-0.2	2.7	-0.1	10.9
Cc1ccc(N2CCN(c3ncnc4c3c(-c3ccccc3)cn4-c3ccc(C)cc3)CC2C)cc1 (stereo unspecified)	7.4	-0.5	0.3	11.9
COc1ccc(C(=O)COC(=O)C(C)N2C(=O)c3cccc([N+](=O)[O-])c3C2=O)cc1 (stereo unspecified)	0.2	1.1	0.1	12.5
CCCn1nnc(NC(=O)c2c(OC)cccc2OC)n1	7.8	0.6	0.2	6.7
C[C@@H]1C[C@H]2[C@@H]3C[C@H](F)C4=CC(=O)C=C[C@]4(C)[C@@]3(F)[C@@H](O)C[C@]2(C)[C@@]1(O)C(=O)CO	.	-0.7	0.1	11.1
O=Nc1c(O)n(CC(=O)Nc2ccccc2)c2ccccc12	-5.1	-2.3	0.2	16.2
CCOC(=O)C1CCN(c2ncnc(N)c2[N+](=O)[O-])CC1	13.5	3.5	-0.2	-4.0
CCCOc1ccc2oc(=O)c3c(c2c1)CCCN3C(=O)CN1CCCCCC1	18.8	-0.8	-0.2	19.5
O=C(c1cccc(Nc2nc3ccccc3n3cnnc23)c1)N1CCN(c2ccccc2)CC1	18.3	-0.6	0.8	-5.7
C=CCN1C(=O)C(O)(CC(=O)c2ccc3c(c2)OCO3)c2cc(Br)ccc21 (stereo unspecified)	4.3	-0.7	0.1	13.7
CC1=C(C(=O)OCCc2ccccc2)C(c2cccc(C)c2)C2=C(CCCC2=O)N1 (stereo unspecified)	-1.6	2.1	-0.1	0.0
O=C(NCc1ccccc1)c1ccnc(-c2csc3ccccc23)c1	-25.3	2.1	-0.1	4.9
COc1ccc(C2C(C#N)=C(N)Oc3cc(O)ccc32)cc1OC (stereo unspecified)	9.0	1.8	-0.1	0.3
Cc1cccc(OCC(=O)NCCN2CCOCC2)c1	11.1	0.7	0.1	13.4
CCOc1ccc(CN2CCN(C3CCN(C(C)=O)CC3)CC2CCO)cc1 (stereo unspecified)	-4.7	-0.8	-0.1	1.3
CCCc1nc2nc(C)cc(Cl)n2n1	-1.9	-0.7	-0.2	-5.4
Cc1ccc(NC(=O)CN2C(=O)C3C4C=CC(C4)C3C2=O)cc1C (stereo unspecified)	3.2	3.8	0.3	6.8
COc1ccc(NC(=O)C(=O)N/N=C/c2ccc(C(=O)O)cc2)c(OC)c1	2.3	-0.5	0.0	8.9
CCOC(=O)C1=C(C)N=c2s/c(=C/c3ccc(Br)s3)c(=O)n2C1c1ccc(OC)c(OC)c1 (stereo unspecified)	6.7	-1.3	-0.1	-1.6
COc1ccccc1NC(=O)c1ccc(NC(=O)CSc2n[nH]c(N)n2)cc1	-4.8	-0.6	-0.1	0.5
COc1cccc(C2(O)CCN(C(=O)C3CCC3)CC2)c1	-1.1	-0.4	-0.1	0.3
COc1cc(NC(=O)c2csc(NC3CCN(Cc4ccccc4)CC3)n2)cc(OC)c1OC	-5.8	3.4	0.2	-4.5
CCn1c(=O)c2c(nc(SCC(=O)NC)n2C)n(C)c1=O	9.7	-0.6	0.3	20.8
CCS(=O)(=O)N1CCN=C1SCc1cccc(C(F)(F)F)c1	-12.0	-1.0	-0.1	-3.0
O=C1c2ccccc2C(=O)N1C1CCCCC1N1C(=O)c2ccccc2C1=O (stereo unspecified)	-2.2	-0.1	0.1	-3.8
CC1=C(C(=O)Nc2ccc(C)cc2C)C(c2cccc([N+](=O)[O-])c2)n2ncnc2N1 (stereo unspecified)	4.1	0.8	-0.1	0.3
CN(C)C(c1ccc(Cl)cc1Cl)c1nnnn1-c1cccc(Cl)c1 (stereo unspecified)	-8.6	-1.2	0.0	1.3
COc1cc(OC)cc(C(=O)NC(=S)Nc2ccc(F)cc2)c1	-8.1	-1.2	0.2	20.2
O=C(CSc1ccc([N+](=O)[O-])cn1)Nc1ccc(Oc2ccccc2)cc1	-15.2	-1.2	0.7	-7.2
NC(=O)c1ccc(N2CCOCC2)nc1	-0.7	3.2	-0.1	-5.4
CCOC(=O)C1(CC2CC2)CCN(C(=O)C(c2cccnc2)N2CCOCC2)CC1 (stereo unspecified)	4.5	-0.7	0.1	9.7
C(=N\Nc1nn2cnnc2c2ccccc12)/c1cccc2ccccc12	12.1	-2.2	0.0	30.9
O=C1N/C(=C/c2ccc(Br)cc2)C(=O)N1c1ccccc1	-0.5	0.8	0.0	9.3
COc1ccccc1N1CCN(C(=O)CNC(=O)Cn2cnc3sc(C)c(C)c3c2=O)CC1	-4.8	-1.4	0.0	20.1
O=C(Nc1ccc2oc(-c3ccccc3F)nc2c1)c1ccc2ccccc2c1	-18.3	1.1	0.0	10.3
CSc1nc(NCc2ccccc2)c2ccccc2n1	-21.5	-0.2	-0.2	-1.6
COCCN1CCN(C(=O)c2ncoc2-c2cccc(OC)c2)CC1	-2.3	0.3	0.0	11.4
O=C1CCCC(O)=C1N=Nc1cc(S(=O)(=O)N2CCOCC2)ccc1Cl	6.0	0.4	0.0	20.1
Cc1sc2nc3ccc(NN)nn3c(=O)c2c1C	-9.1	0.8	0.1	9.3
The results go on:
SMILES	TEAD-YAP block	GPR151 ag	FBW7 activator	MITF primary
Cc1cnc(NC(=O)C(C)N2CCN(C)CC2)s1 (stereo unspecified)	-8.9	-0.5	0.7	50.1
COc1cc([N+](=O)[O-])ccc1N/C=C(\C#N)c1nc(-c2cc3ccccc3oc2=O)cs1	-2.5	2.3	-0.1	-2.0
O=C(Nc1c2c(nn1-c1ccc(Cl)cc1)CSC2)c1ccccc1F	-1.5	0.6	0.0	-5.0
CC(C)CCN1C(=O)c2ccc(C(=O)Nc3sccc3C(N)=O)cc2C1=O	-2.4	-0.7	0.4	-4.9
COC(=O)c1ccc(OCc2cc(C(=O)OC)oc2C)cc1	11.8	2.3	0.2	17.5
CCN1CCN(c2cc(=O)n3c(n2)SCCC3)CC1	1.2	0.1	0.1	-10.7
O=S(=O)(c1ccccc1C(F)(F)F)N1CCCCCC1	14.1	-0.5	0.5	6.7
Cn1c(-c2ccccc2)cn2c3ccccc3nc12	30.3	-0.1	0.6	4.8
CCc1cccc(OCCOCCNCCO)c1	-4.0	0.6	-0.1	26.3
Oc1ccccc1C/C=C/c1ccccc1	-15.1	0.0	0.1	-2.0
CN(C)C(=O)c1sc2ccccc2c1Cl	-0.6	-0.9	0.1	14.1
CC(C)(C)c1nnc(NC(=O)C23CC4CC(CC(C4)C2)C3)s1	5.2	-0.4	-0.1	7.7
C=CCNC(=O)c1cc2cccc(OC)c2oc1=O	-2.6	-0.8	0.4	-10.1
Fc1ccc(C2=CC(c3ccc(F)c(F)c3)n3ncnc3N2)cc1 (stereo unspecified)	7.5	0.4	-0.1	-8.3
CC1CCCCN1S(=O)(=O)c1ccc(C(=O)Nc2nnc(-c3ccccn3)o2)cc1 (stereo unspecified)	1.0	-1.0	0.0	5.0
N#C/C(=C1/Nc2ccccc2S1)c1ccnc(OCc2ccc(CN3CCOCC3)cc2)n1	86.2*	2.6	0.2	17.6
O=C(NC1(C(F)(F)F)NC(=O)N(c2ccc(F)cc2)C1=O)c1ccc(F)cc1 (stereo unspecified)	11.0	0.9	0.1	5.2
CC(C)CCc1c(O)nc(SCCN(C)C)[nH]c1=O	-5.0	1.7	0.0	-5.8
CCOC(=O)C1(C)C/C(=N\NC(=O)c2ccccc2)C(=O)N1c1ccccc1 (stereo unspecified)	-31.8	1.0	0.0	12.1
CCc1nn2c(=O)c(S(=O)(=O)Nc3ccc(OC)cc3)c(C)nc2s1	-0.7	0.3	-0.4	-12.4

Compound profiles, as listed above:
Shown for CC(C)CCN1C(=O)c2ccc(C(=O)Nc3sccc3C(N)=O)cc2C1=O = TEAD-YAP block = -2.4; GPR151 ag = -0.7; FBW7 activator = 0.4; MITF primary = -4.9
Shown for CC1CCCCN1S(=O)(=O)c1ccc(C(=O)Nc2nnc(-c3ccccn3)o2)cc1 (stereo unspecified) = TEAD-YAP block = 1.0; GPR151 ag = -1.0; FBW7 activator = 0.0; MITF primary = 5.0
Shown for CCOC(=O)C1(C)C/C(=N\NC(=O)c2ccccc2)C(=O)N1c1ccccc1 (stereo unspecified) = TEAD-YAP block = -31.8; GPR151 ag = 1.0; FBW7 activator = 0.0; MITF primary = 12.1

Other compounds follow.
SMILES	TEAD-YAP block	GPR151 ag	FBW7 activator	MITF primary
CCC(C)NC(=O)C1CCC(=O)N(c2ccc(OC)cc2)C1c1ccc(OC)c(OC)c1 (stereo unspecified)	-7.5	0.3	-0.1	-2.9
CCOc1ccc(C2=[N+]([O-])C(C)(C)N(O)C2(C)C)cc1	2.1	0.6	-0.1	-11.6
CC1=C(C(=O)Nc2ccc(Cl)cc2)C(c2ccccc2)C(C#N)=C(SCC(=O)Nc2ccc(Br)cc2)N1 (stereo unspecified)	0.0	-0.5	0.1	-3.5
N#CC1=C(N)SC(N)=C(C#N)C1c1ccccc1Br	-0.9	-0.4	0.6	16.2
O=C(c1ccccc1Cl)N1c2ccccc2Sc2ccc(C(F)(F)F)cc21	-6.8	-0.6	0.1	5.2
O=C(NCc1ccco1)c1c[nH]c2ccc(S(=O)(=O)N3CCc4ccccc4C3)cc2c1=O	8.1	0.3	-0.2	-1.5
CCc1nnc(NC(=O)c2ccc(Cl)cc2[N+](=O)[O-])s1	-5.0	2.8	0.0	-17.8
COc1ccc(-c2cccc(C(=O)NCCN(C(C)C)C(C)C)c2)cc1	7.4	0.1	0.1	-6.4
CCOc1ccccc1C(=O)Nc1ccc(C(=O)OC2CCCCC2)cc1	-33.6	-0.9	0.0	1.4
CCOC(=O)C1(Cc2ccc(OC)cc2)CCN(C(=O)c2cc(C)on2)CC1	4.2	0.1	0.1	-20.6
CCOC(=O)c1c(NC(=O)C(C)Sc2nnc(CNC(=O)c3cccc(F)c3)n2C)sc2c1CCCC2 (stereo unspecified)	4.3	0.8	0.0	11.1
COc1cc(OC)c(CN2CCC(C)CC2)cc1Br	-1.5	-1.3	-0.1	-10.2
CO[C@H]1[C@H](NC(=O)Cc2ccccc2)c2ccccc2C12CCN(C(=O)CCC(C)=O)CC2	12.9	0.3	-0.1	5.2
CN1C2CCC1/C(=C\c1ccco1)C(=O)/C2=C\c1ccco1	4.5	-0.7	-0.1	54.3*
CCOC(=O)c1nc2sc(C)c(C)c2c(=O)[nH]1	-0.4	1.1	0.0	4.1
Cc1ccc(C2N=C3C=C(NC(=O)c4cccnc4)C=CC3O2)cc1C (stereo unspecified)	-53.6	-0.9	0.1	13.3

From PubChem
